Compound activity deposited in PubChem by The Scripps Research Institute Molecular Screening Center.
PAD4 FP inh: blocks human protein arginine deiminase 4; inhibition, % at 6.36 µM; recombinant PAD4, RCA probe fluorescence polarization; actives 0.41% (n = 330,000); Q9UM07; AID 485272;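 active means percent inhibition above a cutoff equal to the mean of all tested compounds plus 3 SD, cut at about 15% in these data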;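 further: 0% = PAD4 with RCA probe and DMSO and 100% = probe without PAD4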
PAFAH1B2 inh: PAFAH1B2 (human) inhibition; P68402; recombinant PAFAH1B2, FP-rhodamine activity probe, fluorescence polarization; inhibition, % at 3.39 µM; actives 1.2% (n = 340,000);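 active means inhibition above the mean of all tested compounds plus 3 SD, cut at about 24% in these data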;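 further: 0% = enzyme with DMSO and 100% = wells lacking PAFAH1B2; many of its hits are not listed in these tables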
PME-1 inh: blocks human protein phosphatase methylesterase 1; recombinant PME-1, FP-Rh probe fluorescence polarization; AID 2130; inhibition, % at 5.9 µM; Q9Y570; actives 0.53% (n = 320,000);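 active means inhibition above the campaign mean of all compounds plus 3 SD, cut at about 26% in these data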;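 further: competitive labeling of PME-1 active site by serine hydrolase directed probe; 0% = PME-1 with DMSO and 100% = wells lacking PME-1 enzyme; inhibitors block probe labeling so polarization falls and inhibition rises; many of its hits are not listed in these tables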
Target sequence (Q9Y570 whole entry, looked up): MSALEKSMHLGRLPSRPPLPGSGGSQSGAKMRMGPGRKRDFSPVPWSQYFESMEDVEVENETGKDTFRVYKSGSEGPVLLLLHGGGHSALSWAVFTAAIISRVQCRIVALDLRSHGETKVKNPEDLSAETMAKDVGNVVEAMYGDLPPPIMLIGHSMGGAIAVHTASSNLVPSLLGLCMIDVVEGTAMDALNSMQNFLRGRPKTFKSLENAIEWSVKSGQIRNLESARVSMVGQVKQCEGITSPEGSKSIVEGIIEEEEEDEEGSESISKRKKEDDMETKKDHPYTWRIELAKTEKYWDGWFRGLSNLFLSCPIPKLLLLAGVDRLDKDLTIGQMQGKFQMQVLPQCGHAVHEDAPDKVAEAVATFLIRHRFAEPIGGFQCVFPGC
LYPLA1 counter: blocks human lysophospholipase 1, a PME1 counter-screen; actives 0.16% (n = 320,000); recombinant LYPLA1, FP-Rh probe fluorescence polarization; inhibition, % at 5.9 µM;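 active means inhibition above the mean of all tested compounds plus 3 SD, set per campaign, cut at about 14% in these data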;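 further: inhibitors block serine hydrolase probe labeling of LYPLA1 so polarization falls; 0% = enzyme with DMSO and 100% = wells lacking LYPLA1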
PAFAH1B3 FP inh: blocks human PAF acetylhydrolase 1B catalytic subunit 3; actives 0.28% (n = 340,000); Q15102; recombinant PAFAH1B3, FP-rhodamine probe, fluorescence polarization; inhibition, % at 3.39 µM;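 active means inhibition above the screen-wide average of all tested compounds plus 3 SD, cut at about 25% in these data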;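 further: 0% = enzyme with DMSO only and 100% = wells lacking PAFAH1B3 protein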
PAFAH2 FP inh: inhibitors of human PAFAH2. actives 0.99% (n = 340,000). AID 492956. inhibition, % at 3.39 µM. recombinant PAFAH2, FP-rhodamine activity probe, fluorescence polarization. Q99487;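 active means inhibition above the mean over all tested compounds plus 3 SD, cut at about 30% in these data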;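 further: inhibitors block probe labeling of enzyme so polarization drops; 0% = enzyme with DMSO and 100% = wells lacking PAFAH2 protein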
GSTO1 counter: GSTO1 inhibition, counter-screen for RBBP9 inhibitors; P78417; actives 1.1% (n = 300,000); recombinant GSTO1, activity-based probe fluorescence polarization; inhibition, % at 5.96 µM;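 active means inhibition above the campaign mean inhibition plus 3 SD, cut at about 35% in these data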;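 further: 0% = GSTO1-1 with DMSO and 100% = wells lacking GSTO1-1 enzyme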
Target sequence (P78417 whole entry, looked up): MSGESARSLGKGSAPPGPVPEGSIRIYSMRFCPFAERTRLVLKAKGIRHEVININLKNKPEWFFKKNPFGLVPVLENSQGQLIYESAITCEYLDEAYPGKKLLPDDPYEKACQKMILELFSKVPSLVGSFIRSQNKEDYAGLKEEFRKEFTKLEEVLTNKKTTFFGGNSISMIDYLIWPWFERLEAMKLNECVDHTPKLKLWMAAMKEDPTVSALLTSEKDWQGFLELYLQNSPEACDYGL
pPAFAH inh: pPAFAH (human) enzyme inhibition; Q13093; actives 1.5% (n = 330,000); inhibition, % at 3.39 µM; recombinant pPAFAH, FP-rhodamine probe fluorescence polarization;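 active means inhibition above the mean inhibition across the screen plus 3 SD, cut at about 25% in these data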;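 further: inhibitors block binding of the rhodamine activity-based probe so polarization drops; 0% = enzyme with DMSO and 100% = wells lacking pPAFAH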
Target sequence (Q13093 whole entry, looked up): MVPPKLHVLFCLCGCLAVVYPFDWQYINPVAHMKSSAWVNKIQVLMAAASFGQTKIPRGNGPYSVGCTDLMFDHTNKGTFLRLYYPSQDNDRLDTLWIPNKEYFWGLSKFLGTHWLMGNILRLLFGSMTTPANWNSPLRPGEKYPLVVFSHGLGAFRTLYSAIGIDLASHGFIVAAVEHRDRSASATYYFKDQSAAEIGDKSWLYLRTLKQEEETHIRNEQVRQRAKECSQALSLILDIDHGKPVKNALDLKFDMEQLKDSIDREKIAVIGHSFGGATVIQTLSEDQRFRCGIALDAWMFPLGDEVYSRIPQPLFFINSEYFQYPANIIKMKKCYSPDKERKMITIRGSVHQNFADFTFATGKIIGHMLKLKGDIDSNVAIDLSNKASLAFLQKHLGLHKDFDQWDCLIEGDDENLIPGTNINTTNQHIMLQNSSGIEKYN
Fam108B counter: counter-screen for RBBP9 inhibitors: inhibitors of mouse Fam108B | recombinant Fam108B, FP-Rh probe fluorescence polarization | inhibition, % at 9.51 µM | actives 0.33% (n = 300,000) | AID 1947;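 active means inhibition above the screen mean inhibition plus 3 SD, computed separately per campaign, cut at about 18% in these data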;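 further: inhibitors lower polarization as less probe binds the enzyme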
* hit, by the source's call; · = not tested or not shown. This is a subset; the hit share may differ from the screen's.

SMILES | PAD4 FP inh | PAFAH1B2 inh | PME-1 inh | LYPLA1 counter | PAFAH1B3 FP inh | PAFAH2 FP inh | GSTO1 counter | pPAFAH inh | Fam108B counter
CC12CCC(C(=O)NCc3cccnc3)(OC1=O)C2(C)C (centres undefined) | -1 | 6 | -2 | -3 | 6 | 2 | -7 | 5 | -2
COC(=O)CSc1nc(C)cc(Oc2ccccc2)n1 | -3 | 4 | 0 | -2 | -2 | -1 | 5 | -4 | 1
COc1cccc(CNC(=O)C2CCCN(c3nn4c(=O)cc(C)nc4s3)C2)c1OC (centres undefined) | -2 | 7 | -4 | -2 | 12 | 4 | 7 | 3 | -1
CCN(C(=O)CCC(=O)N(CC)c1ccccc1)c1ccccc1 | 0 | 5 | 11 | 4 | 2 | 6 | 0 | 0 | -2
O=C(Nc1ccccc1C(=O)N1CCOCC1)c1ccc(F)cc1 | -2 | -5 | -3 | -2 | -4 | -6 | 9 | -1 | 0
C=CCOc1ccc(C2C(C(=O)c3ccc(C)o3)=C(O)C(=O)N2Cc2cccnc2)cc1 (centres undefined) | -5 | 9 | -5 | 7 | 11 | 8 | 8 | -5 | -2
CCOC(=O)CN1C(=O)C(C)(C)Oc2ccc(C(=O)Nc3ccccc3)cc21 | 4 | 10 | 1 | -1 | 8 | -1 | 5 | -2 | 2
O=C(NC1CCCCC1)c1cc(S(=O)(=O)N2CCCCC2)ccc1N1CCOCC1 | -6 | 3 | -2 | 2 | 1 | 0 | · | 0 | ·
Cn1c(CC(=O)Nc2ccccc2)cc2ccccc21 | -2 | 4 | -3 | -1 | -7 | -4 | 12 | 3 | -1
Cc1cc(C)c(S(=O)(=O)c2ccccc2C)c(SCC(C)C)n1 | -3 | 0 | -7 | -4 | -4 | 3 | 0 | 8 | -1
CC(C(=O)OCc1nnc(-c2ccccc2)o1)N1C(=O)C2CCCCC2C1=O (centres undefined) | 0 | 6 | -3 | -4 | 2 | 13 | 5 | 8 | -1
Cc1occc1C(=O)NNC(=S)NCc1ccccc1 | 3 | 2 | -7 | 2 | 2 | -11 | 4 | -7 | -2
CCOc1ccc(N2C(=O)CC(Sc3nc4ccc(OCC)cc4s3)C2=O)cc1 (centres undefined) | 5 | 8 | 3 | 0 | 6 | -4 | 2 | -1 | -1
CCN1CCN(CCC(=O)Nc2cc(OC)ccc2OC)CC1 | 4 | 1 | -4 | 3 | 6 | -3 | -1 | 5 | 2
O=C(NCc1ccc(Cl)cc1)c1ccc(Cn2cc(C(F)(F)F)ccc2=O)cc1 | -2 | 7 | -13 | 1 | 8 | -4 | 3 | -3 | -6
CCn1cc(S(=O)(=O)NCc2ccc(OC)cc2)cn1 | -8 | -4 | 4 | 0 | 6 | 2 | 3 | -1 | 1
O=C(NNC(=S)Nc1ccccc1)c1cc(-c2cccnc2)nc2ccccc12 | -3 | 8 | 1 | -2 | 9 | -1 | 3 | 24 | 4
O=C(COc1ccc([N+](=O)[O-])cc1)NNC(=O)Nc1ccc([N+](=O)[O-])cc1 | -3 | -1 | -2 | -2 | 3 | -4 | -3 | 3 | 1
Cn1cc(C(=O)NCC(=O)Nc2ccccc2Br)cn1 | -4 | 6 | · | · | 5 | 2 | · | -1 | ·
Cc1nc2ccccn2c1C(=O)NNC(=S)Nc1ccc(Cl)cc1 | 1 | 8 | 13 | 4 | 5 | 14 | 15 | 7 | 6
O=C(NCC1CCCN1S(=O)(=O)c1cccs1)c1cccc(Cl)c1 (centres undefined) | -3 | 0 | 4 | -3 | 5 | 3 | -6 | 1 | 1
CCN1C(=O)C(=Cc2cccc(OC)c2Oc2ccc([N+](=O)[O-])cc2[N+](=O)[O-])SC1=S | 5 | 14 | 9 | -1 | 16 | 9 | 1 | 10 | 9
COc1ccc(/C=C2\CCC(C3CCCC3)C2=O)c(OC)c1 (centres undefined) | 1 | 2 | -4 | 1 | 6 | 11 | -3 | 4 | -1
Cc1cc(C)n(C(C)CNS(=O)(=O)c2ccccc2)n1 (centres undefined) | -3 | 8 | 3 | -3 | 12 | -1 | 4 | 4 | -2
COc1ccc(OC)c(NC(=O)CC2SC(=NCc3ccccc3)NC2=O)c1 (centres undefined) | -1 | 3 | 3 | -3 | 7 | 0 | -1 | -7 | -3
(further entries)
SMILES | PAD4 FP inh | PAFAH1B2 inh | PME-1 inh | LYPLA1 counter | PAFAH1B3 FP inh | PAFAH2 FP inh | GSTO1 counter | pPAFAH inh | Fam108B counter
Nc1nonc1-c1noc(N2CCOCC2)n1 | -4 | -4 | 1 | -1 | 5 | 5 | 1 | -3 | -2
Cc1ccccc1C(=O)N1CCc2cc(-c3nc(NC(=O)Cc4ccc5c(c4)OCO5)sc3C)ccc21 | 0 | 0 | -15 | -10 | -1 | -7 | -2 | 1 | -7
Cc1cccc2nc(-c3ccco3)c(Nc3ccccc3)n12 | 0 | 7 | 10 | 4 | 13 | 0 | 2 | 2 | 1
O=C(OC(C(=O)NCc1ccc2c(c1)OCO2)c1ccncc1)c1ccc(Cl)nc1 (centres undefined) | 4 | 1 | -10 | -1 | 2 | -8 | 7 | 0 | 2
C=CCSc1nnc(NC(=O)CSc2nnc(C)s2)s1 | -4 | 1 | -1 | 0 | 0 | 5 | 0 | 3 | -2
C#CCOCCOCCOCCNc1nc(N2CCN(C(=O)[C@H](CCC(=O)O)n3cc([C@@H](N)CC(N)=O)nn3)CC2)nc(N2CCN(C(=O)[C@H](CCC(=O)O)n3cc([C@@H](N)CC(N)=O)nn3)CC2)n1 | -3 | 4 | · | · | 13 | -1 | · | 3 | ·
O=C(CNC(=O)c1ccc(Cl)cc1Cl)NCCCn1ccnc1 | -6 | -1 | -5 | -2 | 6 | -6 | 2 | 5 | 2
O=C1CC(SCc2nc3ccccc3[nH]2)C(=O)N1c1ccc(F)cc1 (centres undefined) | -7 | 13 | 3 | 1 | 7 | -6 | 16 | 11 | -2
Cc1c(C(=O)c2ccc(Br)cc2)c(=O)n(C)c(=O)n1C | -1 | 10 | -7 | 2 | 10 | 2 | -10 | -4 | -4
Cc1nnc(SCC(=O)NCc2ccc3c(c2)OCO3)n1C | -2 | -2 | -2 | 1 | 9 | 7 | 1 | -4 | 2
O=C(NN1C(=O)C2C3C=CC(C4CC34)C2C1=O)c1ccc(Br)cc1 (centres undefined) | -4 | 3 | -2 | -2 | 6 | -1 | 5 | 7 | 1
Cc1ccc(NCC(=O)N/N=C\c2ccc([N+](=O)[O-])o2)cc1 | -7 | -1 | -2 | -6 | 8 | 9 | 11 | 5 | 3
CC(=O)c1cccc(NC(=O)CN(C)S(=O)(=O)c2ccccc2)c1 | 0 | 0 | 5 | 6 | -3 | -4 | 18 | 5 | 9
Cc1cc(-c2nn(-c3ccccc3F)cc2CN2CCC(O)CC2)c(C)s1 | 7 | -1 | -1 | 0 | -3 | -7 | 17 | 6 | -7
CC(C)c1ccc(S(=O)(=O)N2CCN(C(C)C(=O)Nc3ccccc3-c3ccccc3)CC2)cc1 (centres undefined) | 4 | -1 | -3 | -2 | 5 | 1 | -2 | 3 | -2
CN(c1ccc(OCC(=O)OCC(=O)Nc2ccc(Br)cc2)cc1)S(=O)(=O)c1cccs1 | -5 | -1 | -14 | -10 | -5 | 0 | -4 | -1 | -18
c1ccc2nc(N3CCCC3)c(N3CCCC3)nc2c1 | 4 | 8 | 3 | 5 | 10 | 9 | 7 | 4 | -1
O=C(OCc1nc2ccc(Cl)cc2n1CCO)c1ccc2c(c1)OCO2 | -7 | 2 | 2 | 1 | 7 | 9 | -2 | 10 | -6
Cc1nn(Cc2ccc(F)cc2Cl)c(C)c1[N+](=O)[O-] | 0 | 3 | 0 | 1 | -1 | 3 | 5 | 5 | 2
COc1ccc2c(c1)N(C)C(=O)CC(c1ccccc1)=N2 | 3 | -1 | -3 | 5 | 2 | -3 | -3 | 6 | -3
C[C@@H]1CN([C@@H](C)CO)C(=O)c2cccc(NS(C)(=O)=O)c2O[C@H]1CN(C)C(=O)Nc1ccc(F)cc1 | -2 | 6 | · | · | 7 | 1 | · | 2 | ·
O=C1[C@@H]2Cc3c([nH]c4ccccc34)CN2C(=O)CN1CCO | -1 | 1 | 1 | 2 | 8 | 3 | -6 | -1 | -1
Cc1nc2ccccn2c1C(=O)N=Nc1c(O)n(CCC(C)C)c2ccccc12 | 0 | 1 | 0 | -1 | 5 | 1 | -4 | 3 | 7
N#C/C(=C\c1ccc(F)cc1)C(=O)NC1CCS(=O)(=O)C1 (centres undefined) | -1 | 5 | 5 | 4 | 6 | 1 | 8 | 0 | 3
O=C(Cn1c(=O)n(CC2CCCO2)c(=O)c2ccccc21)N1CCN(c2ccccc2)CC1 (centres undefined) | 3 | 1 | -7 | -3 | 6 | -4 | -6 | 5 | 7
CC(C)(C)NC(=O)c1cccc(NC(=O)c2cccc(O)c2)c1 | 1 | 4 | -5 | -1 | 2 | 4 | 5 | 3 | 0
CCN1C(=O)/C(=c2\s/c(=C3\Sc4ccccc4N3C)c(=O)n2C)N(C)C1=S | 1 | · | -2 | -1 | · | · | 8 | 0 | -2
Cc1nnnn1/C(=C\c1ccccc1)C(=O)OCC(=O)N1CC2(C)CC1CC(C)(C)C2 (centres undefined) | -4 | 9 | 0 | 6 | -1 | 8 | 1 | 2 | -2

No new results follow: an excerpt of the list.
SMILES | PAD4 FP inh | PAFAH1B2 inh | PME-1 inh | LYPLA1 counter | PAFAH1B3 FP inh | PAFAH2 FP inh | GSTO1 counter | pPAFAH inh | Fam108B counter
Nc1nonc1-c1noc(N2CCOCC2)n1 | -4 | -4 | 1 | -1 | 5 | 5 | 1 | -3 | -2
Cc1ccccc1C(=O)N1CCc2cc(-c3nc(NC(=O)Cc4ccc5c(c4)OCO5)sc3C)ccc21 | 0 | 0 | -15 | -10 | -1 | -7 | -2 | 1 | -7

Part of the list above, reformatted:
| SMILES | PAD4 FP inh | PAFAH1B2 inh | PME-1 inh | LYPLA1 counter | PAFAH1B3 FP inh | PAFAH2 FP inh | GSTO1 counter | pPAFAH inh | Fam108B counter |
| --- | --- | --- | --- | --- | --- | --- | --- | --- | --- |
| CC(C(=O)OCc1nnc(-c2ccccc2)o1)N1C(=O)C2CCCCC2C1=O (centres undefined) | 0 | 6 | -3 | -4 | 2 | 13 | 5 | 8 | -1 |
| Cc1occc1C(=O)NNC(=S)NCc1ccccc1 | 3 | 2 | -7 | 2 | 2 | -11 | 4 | -7 | -2 |
| CCOc1ccc(N2C(=O)CC(Sc3nc4ccc(OCC)cc4s3)C2=O)cc1 (centres undefined) | 5 | 8 | 3 | 0 | 6 | -4 | 2 | -1 | -1 |
| CCN1CCN(CCC(=O)Nc2cc(OC)ccc2OC)CC1 | 4 | 1 | -4 | 3 | 6 | -3 | -1 | 5 | 2 |
| O=C(NCc1ccc(Cl)cc1)c1ccc(Cn2cc(C(F)(F)F)ccc2=O)cc1 | -2 | 7 | -13 | 1 | 8 | -4 | 3 | -3 | -6 |
| CCn1cc(S(=O)(=O)NCc2ccc(OC)cc2)cn1 | -8 | -4 | 4 | 0 | 6 | 2 | 3 | -1 | 1 |
| O=C(NNC(=S)Nc1ccccc1)c1cc(-c2cccnc2)nc2ccccc12 | -3 | 8 | 1 | -2 | 9 | -1 | 3 | 24 | 4 |
